Assay outcomes from PubChem BioAssay.
ARFGAP1 inhibitor – inhibitors of rat ARFGAP1 GAP activity, primary screen, biochemical, fluorescence polarization, GDP tracer. ADP-ribosylation factor GTPase-activating protein 1 (Rattus norvegicus), Q62848. Arfgap1-stimulated ARF1 GTP hydrolysis, GDP FP detection. inhibition, % at 16.5 µM. hit rate 0.26% among 360,000. AID 651572, 2012;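 active = inhibition above a per-plate limit, mean inhibition of low control wells plus 3 SD, cut at about 25% in these data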;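 also: 0% = DMSO wells with enzyme and 100% = wells lacking Arfgap1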
Target sequence (Q62848 1-136 limits assumed): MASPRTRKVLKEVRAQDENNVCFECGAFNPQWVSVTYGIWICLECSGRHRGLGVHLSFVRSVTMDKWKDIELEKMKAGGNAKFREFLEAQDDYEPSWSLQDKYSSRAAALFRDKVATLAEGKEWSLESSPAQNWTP
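System: truncated rat Arfgap1 GAP domain / Medium: HEPES-based buffer, pH 7.5 / Also added: N-terminally truncated human ARF1-GTP substrate / Incubation: enzyme reaction 120 min at 25 °C after 20 min preincubation / Measured by: FP of antibody-bound GDP Alexa 633 tracer, ex 620/em 688 nm / Replicates: singlicate, each compound tested once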
ASAP1 inh – inhibitors of human ASAP1 ArfGAP activity, primary screen, biochemical, fluorescence polarization | Arf-GAP with SH3 domain, ANK repeat and PH domain-containing protein 1 (Homo sapiens), … | ASAP1-stimulated ARF1 GTP hydrolysis, GDP FP detection | inhibition, % at 16.5 µM | hit rate 0.19% among 360,000; in the data active = inhibition above about 25%;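 also: 0% = vehicle with enzyme and substrate and 100% = no enzyme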
PLCg1 inh – PLC-gamma1 enzyme inhibitors, primary screen, biochemical, fluorescence, purified enzyme; fluorogenic substrate; AID 720700, 2013; hit rate 0.84% among 370,000; 1-phosphatidylinositol 4,5-bisphosphate phosphodiesterase gamma-1 (Homo sapiens), P19174; inhibition, % at 12.2 µM; in the data active = inhibition above about 9.5%
DDE Tn6 FP inh – inhibitors of Tn6 peptide binding to fibrin DD(E), primary screen, biochemical, fluorescence polarization, human fibrin, Tn6 probe. Fibrinogen beta chain (Homo sapiens), P02675. Fibrin DD(E) TRITC-Tn6 fluorescence polarization displacement. inhibition, % at 8.3 µM. hit rate 0.21% among 370,000;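 active = inhibition above a per-campaign cutoff: mean of compounds within control limits plus 3 SD, cut at about 15% in these data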;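 also: 0% = median of all compound wells on the plate and 100% = blocking peptide control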
ADAM10 inh – human ADAM10 inhibitors, primary screen, biochemical, QFRET, HTS; Disintegrin and metalloproteinase domain-containing protein 10 (Homo sapiens), O14672; recombinant ADAM10, EDANS/DABCYL FRET peptide cleavage, 3 h; inhibition, % at 7 µM; hit rate 0.62% among 370,000; AID 720582, 2013;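 active = inhibition above a per-campaign cutoff equal to the mean of compounds falling between control-based bounds plus 3 SD, cut at about 20% in these data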;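 also: 0% = DMSO wells while the 100% control is not disclosed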
Target sequence (O14672 214-748 limits assumed): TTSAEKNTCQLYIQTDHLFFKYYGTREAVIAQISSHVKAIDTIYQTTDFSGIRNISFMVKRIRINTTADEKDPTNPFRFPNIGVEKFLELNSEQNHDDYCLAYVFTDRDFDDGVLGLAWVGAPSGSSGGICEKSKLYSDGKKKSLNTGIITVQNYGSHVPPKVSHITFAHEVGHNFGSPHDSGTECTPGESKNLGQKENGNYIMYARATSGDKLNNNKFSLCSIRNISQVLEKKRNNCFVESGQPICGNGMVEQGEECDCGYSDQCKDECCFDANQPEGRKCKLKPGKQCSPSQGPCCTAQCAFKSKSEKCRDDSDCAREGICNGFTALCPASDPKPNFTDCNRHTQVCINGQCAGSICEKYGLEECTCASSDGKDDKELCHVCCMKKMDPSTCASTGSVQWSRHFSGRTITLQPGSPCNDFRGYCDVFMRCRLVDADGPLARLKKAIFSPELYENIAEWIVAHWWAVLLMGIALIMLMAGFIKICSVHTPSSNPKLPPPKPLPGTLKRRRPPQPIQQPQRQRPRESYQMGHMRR
TDP2 absorb – human TDP2 enzyme inhibitors, primary screen, biochemical, epi absorbance, recombinant enzyme | Tyrosyl-DNA phosphodiesterase 2 (Homo sapiens), O95551 | T5PNP hydrolysis, p-nitrophenol absorbance 415 nm | inhibition, % at 12.8 µM | hit rate 0.34% among 370,000 | AID 720702, 2013;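 active = inhibition above the mean of all tested compounds plus 3 SD, set per campaign, cut at about 25% in these data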;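 also: 0% = DMSO with enzyme and 100% = buffer with substrate but no TDP2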
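Assay system: Recombinant human TDP2 | Quantity: 120 nM TDP2 per well | Incubation: 2 h at 37 °C | Signal: Epi absorbance | Evaluation: Percent inhibition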
ADAM17 inh – ADAM17 inhibitors, primary screen, biochemical, QFRET. Disintegrin and metalloproteinase domain-containing protein 17 (Homo sapiens), P78536. recombinant ADAM17, EDANS/DABCYL FRET peptide cleavage. inhibition, % at 6.95 µM. hit rate 0.83% among 370,000;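 active = inhibition above the mean of compounds lying between control limits plus 3 SD, set per campaign, cut at about 8.5% in these data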;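 also: 0% = DMSO-only wells as the low control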
Tn7 DDE FP – inhibitors of Tn7 peptide binding to fibrin DD(E), primary screen, biochemical, fluorescence polarization, human fibrin, Tn7 probe; FP displacement of FITC-Tn7 peptide from fibrin DD(E); 0% = median of compound wells per plate; inhibition, % at 8.3 µM; hit rate 0.13% among 370,000;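 active = inhibition above the mean of compounds falling within the control limits plus 3 SD of them, cut at about 14% in these data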;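 also: 0% = plate median of compound wells and 100% = 10 µM Aha-Tn7 peptide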
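Assay system: Fibrin-DD(E) protein isolated from polymerized human fibrin clots; read-out basis: percent inhibition; medium: Tris/NaCl/CaCl2 buffer, pH 7.8; signal: FP measurement; incubation: 10 min plus 3 h, room temperature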
LEDGF integ inh – blockers of LEDGF/p75-dependent integrase strand transfer – biochemical, TR-FRET, high throughput, primary screen; HIV-1 integrase (with human LEDGF/p75); TR-FRET IN-LEDGF/p75 DNA integration, Eu/Cy5; inhibition, % at 3.7 µM; hit rate 0.64% among 370,000;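 active = inhibition above the screen-wide mean plus 3 SD, cut at about 13% in these data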;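 also: signal is the Cy5 over europium emission ratio at 671 and 618 nm; 0% = plate median of compound wells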
proKLK7 act – proKLK7 zymogen activators, primary screen, biochemical, fluorescence intensity | hit rate 0.9% among 370,000 | activation, % at 7 µM | purified proKLK7, EDANS-DABCYL substrate fluorescence; 100% is mature enzyme control, 0% vehicle | Kallikrein-7 (Homo sapiens), P49862;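 active = activation above the mean of all tested compounds plus 3 SD, computed per campaign excluding outliers beyond control limits, cut at about 13% in these data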
Target sequence (P49862 whole entry, looked up): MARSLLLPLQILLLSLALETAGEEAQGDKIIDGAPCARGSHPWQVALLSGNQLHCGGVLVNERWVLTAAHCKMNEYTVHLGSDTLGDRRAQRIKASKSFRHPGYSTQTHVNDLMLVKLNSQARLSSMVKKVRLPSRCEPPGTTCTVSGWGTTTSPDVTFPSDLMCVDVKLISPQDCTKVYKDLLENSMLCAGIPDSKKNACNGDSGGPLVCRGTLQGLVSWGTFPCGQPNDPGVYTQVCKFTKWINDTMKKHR
* marks the source's active call; other numbers are inactive results; x = no result given.

ARFGAP1 inhibitor,ASAP1 inh,SMILES,PLCg1 inh,DDE Tn6 FP inh,ADAM10 inh,TDP2 absorb,ADAM17 inh,Tn7 DDE FP,LEDGF integ inh,proKLK7 act
7,-14,Cc1ccccc1-n1c(C)n[nH]c1=S,3,7,-3,6,-3,-1,1,0.0
0,9,Cc1ccc(Nc2c(-c3ccccn3)nc3cccc(C)n23)cc1,-4,-2,16,-37,5,-1,-13,-0.4
3,6,CC1CCN(C2CC(=O)N(c3ccccc3)C2=O)CC1 (configuration not stated),0,4,14,-7,4,5,3,0.5
x,x,CCC[C@H]1[C@@H](NC(=O)c2ccc(C)cc2)CC[C@@]23CCCN2C(=O)CCC[C@@H]13,-2,0,-9,-2,-5,-4,-2,x
-7,-11,COc1ccccc1Nc1nc2cc(C)ccc2cc1C#N,2,10,4,3,2,-4,3,0.2
-1,6,OCC[C@H]1C[C@@H](O)[C@H](O)[C@]2(OCc3ccccc32)O1,3,9,-3,1,-7,6,-3,0.6
-6,2,O=C(Nc1ccccc1C(=O)O)c1ccc(Br)o1,-2,-4,-5,15,-5,4,4,-0.5
9,7,COc1cccc(CN(CC2CCCO2)S(=O)(=O)c2ccc(S(=O)(=O)NCC3CCCO3)cc2)c1OC (configuration not stated),1,-10,3,-4,-1,-9,1,0.5
2,12,COC(=O)[C@]12C[C@H](CC(=O)NCC34CC5CC(CC(C5)C3)C4)C(=O)N(Cc3ccccc3)C1=C[C@H](C1CCCC1)O[C@@H]2C,4,1,4,-1,0,-2,4,-0.1
-3,-2,Cc1ccc(S(=O)(=O)N2CCN(C(=O)C3CCN(C(=O)c4ccc(F)cc4)CC3)CC2)c(C)c1,3,6,-5,2,0,-1,0,0.5
2,8,CCOc1ccc(-c2nnc(-c3ccncc3)o2)cc1OCC,-38,9,-4,2,-6,3,-1,0.6
-5,4,CS(=O)(=O)N1CCN(C(=O)c2cc(-c3cccnc3)nc3ccc(Cl)cc23)CC1,2,4,-1,1,-2,8,0,-0.2
-2,-6,Cc1cccc(NC(=O)/C(=C\c2ccco2)NC(=O)c2cccs2)c1,-22,-1,-3,-7,-3,7,3,0.0
-5,-1,C=CCN(c1ccc(C(=O)Nc2ccc3c(c2)OCO3)cc1)S(C)(=O)=O,2,-4,3,3,1,-2,2,0.4
9,6,Cc1c(NS(=O)(=O)c2cc(C(=O)NCc3cccc(Cl)c3)ccc2Cl)c(=O)n(-c2ccccc2)n1C,-5,-3,0,4,1,-1,3,0.6

Shown as tab-separated lines: 5 of the compounds above
mol	ARFGAP1 inhibitor	ASAP1 inh	PLCg1 inh	DDE Tn6 FP inh	ADAM10 inh	TDP2 absorb	ADAM17 inh	Tn7 DDE FP	LEDGF integ inh	proKLK7 act
COc1ccccc1Nc1nc2cc(C)ccc2cc1C#N	-7	-11	2	10	4	3	2	-4	3	0.2
OCC[C@H]1C[C@@H](O)[C@H](O)[C@]2(OCc3ccccc32)O1	-1	6	3	9	-3	1	-7	6	-3	0.6
O=C(Nc1ccccc1C(=O)O)c1ccc(Br)o1	-6	2	-2	-4	-5	15	-5	4	4	-0.5
COc1cccc(CN(CC2CCCO2)S(=O)(=O)c2ccc(S(=O)(=O)NCC3CCCO3)cc2)c1OC (configuration not stated)	9	7	1	-10	3	-4	-1	-9	1	0.5
COC(=O)[C@]12C[C@H](CC(=O)NCC34CC5CC(CC(C5)C3)C4)C(=O)N(Cc3ccccc3)C1=C[C@H](C1CCCC1)O[C@@H]2C	2	12	4	1	4	-1	0	-2	4	-0.1

More records:
ARFGAP1 inhibitor,ASAP1 inh,SMILES,PLCg1 inh,DDE Tn6 FP inh,ADAM10 inh,TDP2 absorb,ADAM17 inh,Tn7 DDE FP,LEDGF integ inh,proKLK7 act
5,-8,COC(C/C=C\[C@H](O)COCc1ccccc1)OC,4,-1,6,-2,1,6,0,-0.5
6,15,COc1ccc(/C=C(/NC(=O)c2ccccc2)c2nc3ccc(Cl)cc3[nH]2)cc1OC,-72,2,-31,9,-4,5,2,-9.8
1,11,O=C(CCc1ccccc1)N/N=C\C1CC=CCC1 (configuration not stated),-1,0,0,-2,-4,2,-2,-0.4
-10,0,COc1ccccc1CNc1ncccc1[N+](=O)[O-],0,-7,-3,5,0,-4,3,0.2
8,-4,Cc1ccc2nc(C3CCCN(C(=S)Nc4ccccc4C)C3)[nH]c2c1 (configuration not stated),3,-11,1,0,2,-6,6,-0.5
-9,-4,Cc1ccc2c(C)c(C(=O)N3CCN(c4cnccn4)CC3)oc2c1C,-55,8,-67,-9,-23,0,0,-3.6
4,-3,O=C(Cn1cccn1)N1CCCC(N2CCN(c3cccc(C(F)(F)F)c3)CC2)C1 (configuration not stated),1,4,-1,9,0,-6,0,0.2
-8,4,O=C(Cc1cccs1)N(Cc1cccs1)C1(C(=O)NC2CCCC2)CCCCC1,3,1,0,4,-3,8,4,0.3
-1,-9,CC(C)c1nnc2c(N(C)S(=O)(=O)c3ccccc3)nc3ccccc3n12,-2,3,-16,14,-3,-1,-1,0.1
2,-3,COc1ccc(NC(=O)Cc2ccc(C)c(C)c2)cc1S(=O)(=O)N1CCCCC1,0,-5,-2,-2,2,9,-2,-0.8
4,7,O=C(O)CCc1ccc(-c2ccc(Cl)cc2)n1CCC(=O)O,-46,7,-36,3,-23,-3,3,-1.3
-11,2,O=C(NCc1cccnc1)C1CCCN(S(=O)(=O)c2cccc3nsnc23)C1 (configuration not stated),-1,-1,2,12,-2,1,-2,-0.2
1,-1,COc1ccc(-c2ccccc2C2Cc3nnccc3CN2C(=O)Nc2ccccc2)cc1 (configuration not stated),-5,-2,-9,-3,-3,-3,2,-0.2
-3,-11,COc1ccc(-c2cc(=O)[nH][nH]2)cc1,1,-6,-29,61*,-16,4,15*,1.5
5,-11,C[C@@H]1CN([C@@H](C)CO)C(=O)CCCn2cc(nn2)CO[C@H]1CN(C)C(=O)Oc1ccccc1,1,3,-20,2,-5,4,-2,0.4

Next part:
ARFGAP1 inhibitor,ASAP1 inh,SMILES,PLCg1 inh,DDE Tn6 FP inh,ADAM10 inh,TDP2 absorb,ADAM17 inh,Tn7 DDE FP,LEDGF integ inh,proKLK7 act
11,-11,CCOC(=O)CSc1nc(-c2ccccc2)nc2c1oc1ccccc12,1,-5,5,1,-1,5,1,0.2
1,5,CCN1C(=O)[C@H]2[C@H]3CN=C(SC)N3[C@@](C)(C(=O)OC)[C@H]2C1=O,-3,-8,-3,1,2,-4,5,-0.4
14,10,Cc1occc1C(=O)Nc1cc(C(F)(F)F)ccc1Cl,1,6,-1,4,-3,-1,-1,1.0
-4,-11,CC(C)c1onc(C(=O)NC(C)c2ccccc2)c1[N+](=O)[O-] (configuration not stated),0,3,-3,11,-1,0,1,-0.1
1,-9,O=C1N/C(=N/N=C/c2ccccc2)SC1(c1ccccc1)c1ccccc1,6,-5,5,-14,5,-11,5,-0.1
-6,-9,O=[N+]([O-])c1ccccc1N/N=C1\CC2CC=CC12 (configuration not stated),6,-2,2,-14,2,-1,2,0.6
10,-2,CCOCc1nnc(NC(=O)CSCc2ccccc2)s1,-7,-2,3,-3,0,7,-3,-0.5
6,5,COc1cc(-c2cc(NC=O)c3ncc(-c4ccccc4)n3c2)cc(OC)c1OC,-23,-6,-20,-3,-7,2,2,1.1
12,11,C[C@H](CO)N1C[C@H](C)[C@@H](CN(C)C(=O)Nc2ccccc2)Oc2ccc(NC(=O)Nc3ccc4c(c3)OCO4)cc2C1=O,-2,-10,-3,-5,1,-1,-5,0.1
-3,-7,OCC[C@H]1C[C@@H](O)[C@H](O)[C@@]2(CCCc3ccccc3O2)O1,-2,1,1,8,-2,6,-1,-0.4
12,2,Cc1cccc(NC(=O)CSc2nnc(NC(=O)CN3CCCCC3)s2)c1,7,13,-4,1,5,-4,1,-0.3
-2,-2,C/C(=N/Nc1ncc(Br)cn1)c1ccc([N+](=O)[O-])cc1,3,-7,16,-4,-1,2,0,-0.2
-5,8,CCC(O)(c1ccccc1)C(CN1CCOCC1)c1ccccc1 (configuration not stated),1,2,3,7,0,7,-5,0.1
8,-4,COc1cccc(C(=O)Cn2c(=O)n(CC3CCCO3)c(=O)c3ccccc32)c1 (configuration not stated),1,3,2,3,-2,4,-4,-0.6
1,7,O=C(NCc1ccccc1)c1ccc(S(=O)(=O)N2CCCC2)cc1,-2,-5,10,2,-3,1,-3,0.5
